Screening results (PubChem BioAssay)
SW480 rereplic – inducers of DNA re-replication in SW480 colon cancer cells; 1.8% of 340,000 active; Potency, µM (doses to about 46.1 µM), for the others: top-dose re-replication activation, usual class: activators; SW480 DNA re-replication, Hoechst DNA content imaging, 48 h; AID 624297; also: potency is read from the fitted curve at half-maximal effect; % of control where 0% means no effect; nearly all actives have a fitted effect of over 55% in size
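DNA re-replication was detected as more nuclei of elevated Hoechst intensity after 48 hr exposure to compound (23 nL pinned per well of 250 cells).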
DRD3 agonist – activates the human D3 dopamine receptor; P35462; D3R DiscoveRx beta-arrestin cells, luminescence, 90 min; max activation, %; 0.58% of 410,000 active; AID 652048; in the data active = max activation above about 30%; also: 0% is about no effect; mostly tested at two doses, the higher about 12 µM
Target sequence (P35462 whole entry, looked up): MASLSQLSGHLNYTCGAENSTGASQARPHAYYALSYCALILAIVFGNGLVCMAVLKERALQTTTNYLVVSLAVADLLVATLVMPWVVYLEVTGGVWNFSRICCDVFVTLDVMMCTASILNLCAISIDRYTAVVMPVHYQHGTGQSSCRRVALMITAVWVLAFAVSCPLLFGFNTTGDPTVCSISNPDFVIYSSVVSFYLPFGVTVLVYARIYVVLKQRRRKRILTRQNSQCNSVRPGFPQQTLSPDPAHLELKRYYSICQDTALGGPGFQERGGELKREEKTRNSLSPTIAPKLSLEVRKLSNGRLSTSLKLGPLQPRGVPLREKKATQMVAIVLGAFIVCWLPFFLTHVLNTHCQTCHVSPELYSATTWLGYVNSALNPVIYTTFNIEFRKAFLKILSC
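Cells at 1500/well, incubated overnight, then treated with pinned compounds (dopamine as control) for 90 min at 37 degrees C. DiscoveRx reagent added for 30 - 60 minutes at room temperature; luminescence read.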
HT1080-NT tox – kills 2HG-producing HT-1080-NT fibrosarcoma cells; HT-1080-NT fibrosarcoma viability, CellTiter-Glo ATP luminescence, 48 h; Potency, µM (top dose mostly 46.1 µM), inactives show at the top dose activity, negative = less viability, hits mostly cytotoxic; 1.6% of 360,000 active; AID 686970;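 also: NT is the 2HG producing partner of a matched IDH1 knockdown line; potency is read from the fitted curve at half-maximal effect; 0% = DMSO-treated cells and -100% = media-only wells without cells; nearly all actives have a fitted effect of over 55% in size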
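Viability by CellTiter-Glo luminescence after 48 h compound exposure at 37C of HT-1080-NT cells (750/well, RPMI, 5% FBS). % activity scaled between DMSO wells and medium-only wells, then curve-fitted and categorized by curve class.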
KB-V1 cytotox – KB-V1 MDR subline cytotoxicity. KB-V1 MDR cells viability, CellTiter-Glo, 72 h. Potency, µM (top dose mostly 46.1 µM), for inactives: top-dose activity change, negative = cytotoxicity, usual class: cytotoxic. 3.4% of 400,000 active; also: potency is read from the fitted curve at half-maximal effect; % is scaled to controls: 0 for no effect and ±100 for the full control effect; nearly all actives have a fitted effect of over 60% in size
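KB-V1 cells (P-gp-expressing MDR subline of KB-3-1) in phenol-red-free DMEM with 10% FBS were exposed to library compounds over a concentration series for 72 h at 37 degrees C. Viability read by CellTiter-Glo luminescence; concentration-effect curves fitted after normalization.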
KB-3-1 tox – KB-3-1 parental cell cytotoxicity. KB-3-1 viability, CellTiter-Glo ATP luminescence, 72 h. Potency, µM (top dose mostly 46.1 µM), for inactives: top-dose activity change, negative = cytotoxic, actives largely listed as cytotoxic. 1.4% of 400,000 active. AID 1347075; also: potency is read from the fitted curve at half-maximal effect; % is scaled to controls: 0 for no effect and ±100 for the full control effect; nearly all actives have a fitted effect of over 60% in size
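Screening of KB-3-1 cells (DMEM, 10% FBS, phenol-red free) ran from lowest to highest compound concentration; after 72 h at 37 °C viability was read luminescently and curves fitted.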
HEK293 tox – cytotoxicity counter-screen for GLP-1 receptor inverse agonists | HEK293 cAMP-luciferase reporter cells, luminescence, 24 h | 0.13% of 410,000 active | Potency, µM (series often up to 38.3 µM), for inactives: at the top dose activity change, negative = inhibition, usual class: inhibitors;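 also: loss of luciferase light is scored as toxicity; potency is read from the fitted curve at half-maximal effect; % is scaled to controls: 0 for no effect and ±100 for the full control effect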
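Step one: seed cells (200 cells/uL, DMEM with 10% Nu serum, 1% pen-strep). Step two: 12-hour incubation at 37 deg C. Step three: pin 23 nL compound, incubate 24 hr. Step four: add luciferase reagent, read luminescence 12 min later.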
MCF10A rerep – DNA re-replication induction in MCF 10a cells; MCF 10A DNA re-replication, Hoechst nuclear intensity, 48 h; Potency, µM (series often up to 46.1 µM), inactives show top-dose activity, positive = re-replication, most hits filed as activators; 2.9% of 350,000 active; AID 624296; also: potency is read from the fitted curve at half-maximal effect; % of control where 0% means no effect; nearly all actives have a fitted effect of over 50% in size
IL-1B inflam inh – blocks inflammasome-driven IL-1 beta release; AID 743279; activity change, % at 57.5 µM; THP-1 LPS/ATP IL-1B secretion, AlphaLISA, 16 h; active compounds read low; 4.7% of 360,000 active; in the data active = activity change below about -50%; inconclusive = mostly about -30% to -49%; also: % is scaled to controls: 0 for no effect and ±100 for the full control effect
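Secreted IL-1B measured by AlphaLISA bead assay after 16 h compound exposure of THP-1 cells; compounds (final up to 57.5 uM) added 1 h before LPS (250 ng/mL) and ATP (1.25 mM) stimulation; lower signal means less secretion.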
HT1080 IDH1KD tx – kills HT-1080 cells with IDH1 knockdown; Potency, µM (titrated, usually from 46.1 µM), for the others: top-dose activity, negative = toxicity, most hits filed as cytotoxic; 2% of 360,000 active; AID 686971; HT-1080 IDH1 knockdown viability, ATP luminescence, 48 h;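 also: potency is read from the fitted curve at half-maximal effect; 0% = DMSO wells and -100% = cell-free medium wells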
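Luminescent ATP read-out (CellTiter-Glo, 10 min at room temperature) after 48 h compound exposure at 37 °C gave viability of IDH1-knockdown HT-1080 cells. Activity was normalised to DMSO and cell-free wells, then fitted as concentration-response curves.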
An asterisk follows results filed as active; i = inactive; ? = inconclusive; · = not tested or not shown; [ ] = remark or other dose. Unless noted, calls follow the shape of the dose curve; as a rule, active = well fitted curve in the direction sought with a large enough effect; inconclusive = small, poorly fitted or top-dose-only effect, or another doubt; inactive = no such curve, though single readings can be large; an effect the other way counts as inactive or inconclusive.

SMILES	SW480 rereplic	DRD3 agonist	HT1080-NT tox	KB-V1 cytotox	KB-3-1 tox	HEK293 tox	MCF10A rerep	IL-1B inflam inh	HT1080 IDH1KD tx
O=C(Cc1ccccc1Cl)Nc1cccc(S(=O)(=O)N2CCCCCC2)c1	-9.9%	2.8	-16.6%	26.9%	1.5%	1.3%	?	-51.9*	-0.3%
COC(=O)c1cn(C)c2ccc(S(=O)(=O)N3CCCC3)cc2c1=O	-7.4%	-3.5	14.8%	9.1%	1.9%	-17.7%	-0.3%	-0.4	-18.0%
C/C(=N\NC(=O)c1ccccc1F)c1ccccn1	?	-22.7	?	?	?	?	23.1µM*	-100.2*	?
Cn1c(C(=O)N2CCCC(Nc3ccc(F)cc3)C2)cc2ccccc21 (stereo not drawn)	-10.2%	-12.2	-0.2%	-0.9%	-10.2%	-9.1%	2.2%	20.8	-6.1%
CCC(=O)Nc1ccc(C(=O)COC(=O)Cc2ccsc2)cc1	·	-2.3	2.3%[9.24 µM]	16.7%	4.3%	3.5%	·	3.1	-5.2%
COCCNC(=O)/C(C#N)=C/c1cccc(NC(=O)c2ccccc2Cl)c1	?	-11.9	-25.1%	9.4%	8.1%	-3.8%	?	-8.3	?
Cc1cc(Nc2ccccc2N2CCOCC2)n2ncnc2n1	-6.0%	-3.9	-12.3%	-16.8%	-3.1%	11.4%	2.5%	-1.3	-16.5%
Cn1c2ccccc2c2nnc(SCCN3CCOCC3)nc21	-10.1%	-1.0	-1.9%	-7.4%	0.5%	0.6%	-10.2%	7.2	-3.3%
O=C1c2cccc(Cl)c2C(=O)N1c1ccccn1	?	14.8	0.5%	19.9%	3.0%	10.8%	?	1.2	-6.0%
Cc1nn(-c2cc(N3CCCCC3)ccc2[N+](=O)[O-])c(=O)c2ccccc12	6.2%	-18.6	0.0%[9.24 µM]	4.2%	0.7%	-14.0%	4.6%	-13.6	-16.3%
CCN(C(=O)c1coc(=O)c(Br)c1)c1ccc2c(c1)OCO2	?	0.3	?	0.0%	-4.3%	8.2%	13µM*	-10.6	?
O=C(CSc1nnc(NC(=O)c2cccc(Br)c2)s1)NCC1CCCO1 (stereo not drawn)	-31.8%[inhibitor]	-2.5	-10.8%	1.7%	?	24.3%	-12.2%	i	-10.9%
COc1ccc(C(=O)N=C2SC3CS(=O)(=O)CC3N2c2ccc(N(C)C)cc2)cc1OC (stereo not drawn)	?	2.1	12.0%	1.3%	3.3%	-3.3%	?	-28.4	8.5%
COc1ccccc1C(=O)NCC(=O)OC(C)C(=O)N1CCOCC1 (stereo not drawn)	2.7%	-3.0	8.7%	-6.1%	1.4%	-7.8%	-2.1%	-8.1	15.0%
O=C(NCc1ccccc1)C(=O)NCC(c1cccs1)S(=O)(=O)c1cccs1 (stereo not drawn)	·	2.6	·	-8.1%	7.4%	0.1%	·	·	·
COc1ccccc1-c1csc(C(O)(c2ccccc2)C(F)(F)F)n1 (stereo not drawn)	·	-9.1	?	-2.6%	-0.1%	0.5%	·	8.0	?
CCOc1ccccc1C(=O)Nc1nc2c(s1)CC(C)CC2 (stereo not drawn)	·	4.6	·	-11.6%	21.7%	14.6%	·	·	·
O=C1CCCN1CCC(=O)N1CCCC(N2CCN(c3ccccc3F)CC2)C1 (stereo not drawn)	-0.2%	1.3	5.1%	-6.8%	1.6%	12.1%	1.8%	14.5	1.7%
NC(=O)CSc1nnc(COc2cccc3ccccc23)o1	-12.3%	1.3	6.0%	2.3%	0.3%	5.9%	12.8%	14.1	9.0%
CCCCCC(=O)N1C[C@H](O)[C@@H](n2cc(C3CC3)nn2)C[C@@H]1c1ccc(C)cc1	·	-4.7	-1.6%	-17.1%	-1.1%	0.8%	·	-10.4	-1.8%
COC(=O)C1=C(N)Oc2cc(C)n(Cc3cccnc3)c(=O)c2C1c1ccc(OC)c(OC)c1 (stereo not drawn)	-3.1%	4.5	1.0%	?	11.2%	-2.8%	6.7%	18.8	9.4%
Cc1ccccc1-n1c(C)nnc1SCC(=O)NC1CCCc2ccccc21 (stereo not drawn)	-2.7%	-11.0	-0.4%	?	-0.8%	2.3%	0.1%	-13.1	18.4%
O=C(C1CCN(Cc2ccc(Cl)cc2)CC1)N1CCN(Cc2ccc3c(c2)OCO3)CC1	6.3%	-37.0	-12.2%	?	-8.0%	-22.4%	1.5%	0.0	-3.5%
CC(C)COC(=O)CCn1[nH]c(=O)c2ccccc2c1=O	-1.1%	4.2	1.7%	12.3%	-24.2%	-1.3%	3.6%	-3.9	-1.2%
CCOc1ccc(S(=O)(=O)NCCC(=O)N(C)Cc2ccc(C)o2)cc1	-2.5%	0.3	5.3%	?	-10.7%	-16.6%	2.7%	5.2	1.2%

2 entries picked at random from the list so far, as already listed:
SMILES	SW480 rereplic	DRD3 agonist	HT1080-NT tox	KB-V1 cytotox	KB-3-1 tox	HEK293 tox	MCF10A rerep	IL-1B inflam inh	HT1080 IDH1KD tx
CCOc1ccc(S(=O)(=O)NCCC(=O)N(C)Cc2ccc(C)o2)cc1	-2.5%	0.3	5.3%	?	-10.7%	-16.6%	2.7%	5.2	1.2%
O=C(NCc1ccccc1)C(=O)NCC(c1cccs1)S(=O)(=O)c1cccs1 (stereo not drawn)	·	2.6	·	-8.1%	7.4%	0.1%	·	·	·

(more compounds)
SMILES	SW480 rereplic	DRD3 agonist	HT1080-NT tox	KB-V1 cytotox	KB-3-1 tox	HEK293 tox	MCF10A rerep	IL-1B inflam inh	HT1080 IDH1KD tx
COc1ccc(OC)c(C(c2nnnn2CCC(C)C)N2CCN(C(=O)c3ccco3)CC2)c1 (stereo not drawn)	11.4%	-2.6	-2.4%	?	-4.4%	-12.8%	-0.2%	?	-5.0%
COc1ccc(CNC(=O)Cn2nc([N+](=O)[O-])c(Br)c2C)cc1OC	0.8%	5.2	-14.2%	0.0%	7.3%	-7.0%	-0.6%	25.2	6.6%
COc1ccccc1NC(=O)C(CC=C(Cl)Cl)C(C)=O (stereo not drawn)	1.3%	-0.2	5.6%	-9.5%	15.2%	-1.8%	12.6%	2.8	6.9%
COc1cc(CNC(C)(C)CO)cc(Br)c1OCc1ccccc1	13.3%	1.9	?	21.5%	-2.1%	-2.1%	17.4%	?	?
Cc1cc([N+](=O)[O-])ccc1-c1ccc(/C=N/NC(=O)Cc2ccccc2)o1	24.6%	0.3	-26.4%	6.8%	9.0%	-8.7%	?	-9.2	-23.1%
COc1ccc(OC)c(C2N(c3cc(C)on3)C(=O)C3CCCN32)c1 (stereo not drawn)	4.0%	-3.5	-4.2%	-0.5%	-0.3%	-1.6%	1.3%	31.2	-11.1%
CS(=O)(=O)c1ncc(Cl)c(C(=O)Nc2c(C(=O)c3ccc(Cl)cc3)oc3ccccc23)n1	·	-2.3	·	15.4%	-3.3%	-0.9%	·	·	·
COC(=O)CC1(c2ccccc2)C(=O)c2ccccc2C1=O	-7.2%	-1.9	14.1%	8.8%	-0.3%	-19.4%	11.8%	15.1	-6.2%
O=C(Nc1ccc(Cl)c(Cl)c1)OCc1cncs1	-4.2%	9.1	?	-4.7%	-8.6%	-3.6%	-0.6%	-20.6	-28.6%
CCOC(=O)/C=C1\SCC(=O)N1CC(=O)NC12CC3CC(CC(C3)C1)C2	-4.2%	-3.9	-5.9%	-14.0%	-10.4%	-12.4%	-3.4%	4.2	-8.2%
O=C(CNC(=O)c1ccc(S(=O)(=O)N2CCCC2)cc1)N/N=C/c1ccc(F)cc1	-19.6%	1.5	2.5%	17.9%	0.7%	-14.6%	7.6%	9.8	1.3%
COc1ccc(C(=O)Nc2ccc(N3CCN(C(=O)c4cccs4)CC3)cc2)cc1Br	?	-2.9	-19.1%	-16.2%	-23.8%	-8.3%	18.4µM*	-23.1	-27.2%
COc1ccc(-c2nn(-c3ccccc3)cc2C(=O)Nc2ccccc2OC)cc1	·	11.6	·	16.1%	-1.8%	5.4%	·	·	·
O=C(CCN1C(=O)c2ccc([N+](=O)[O-])cc2C1=O)Nc1ccccc1C(=O)O	-85.8%[inhibitor]	-7.3	-1.4%	25.4%	11.3%	3.7%	-0.3%	-4.9	12.6%
O=C(Cn1c(=O)oc2cc(S(=O)(=O)N3CCCCCC3)ccc21)NCc1ccccc1Cl	·	-14.4	·	?	?	-11.5%	·	·	·
Cc1cc(OC(C)C(=O)N(Cc2ccco2)C2CCS(=O)(=O)C2)ccc1Cl (stereo not drawn)	-2.4%	2.4	-0.7%	-6.3%	6.2%	2.4%	7.2%	-14.1	5.0%
COc1cc(CN(C)CCc2ccccn2)cc(OC)c1OC	0.3%	-5.6	18.9%	-5.9%	-2.1%	-17.6%	-5.8%	10.8	10.7%
Cc1cc(C)c(S(N)(=O)=O)c(C)c1N(C)S(=O)(=O)c1ccccc1	-21.7%	-4.9	8.0%	12.6%	0.4%	-1.0%	-18.4%	-5.1	-4.5%
O=[N+]([O-])c1c(Nc2ccccc2)ccc2nonc12	-0.7%	7.1	-19.7%	1.9%	24.7%	?	-3.0%	0.0	-8.3%
Cc1c(NC(=O)CSCc2ccc(Br)cc2)c(=O)n(-c2ccccc2)n1C	-4.3%	-14.0	9.1%	?	0.6%	-1.6%	2.7%	-2.0	-2.1%
O=C(/C=C/c1cccc([N+](=O)[O-])c1)NC(=S)Nc1cccc(NC(=O)c2ccccc2Cl)c1	?	-3.8	?	?	16.4µM*	-8.2%	16.4%	?	?
Cc1nc2ccc(NC(=O)CS(=O)(=O)c3ccccc3)cc2s1	-4.8%	1.9	7.3%	-13.5%	19.6%	-9.5%	1.7%	-4.1	8.7%
N#Cc1ccccc1CSc1ncccc1C(=O)O	1.5%	2.4	5.4%	0.0%	0.8%	5.2%	-9.4%	11.6	14.0%
O=C(Nc1ccc2c(c1)OCO2)c1cc(-c2ccc(Br)cc2)on1	·	-3.9	·	19.8%	?	2.0%	·	·	·
COc1ccc(N2CCN(C(=O)c3ccc(C(C)(C)C)cc3)CC2)cc1	-7.3%	-20.8	-1.2%	-23.8%	?	3.9%	19.3%	-6.9	3.0%[9.24 µM]
